# LMNA splice mod: qHTS Assay for Modulators of Lamin A Splicing; AID 1487, 2009; HeLa LMNA splicing GFP/RFP minigene ratio, 48 h; Potency, µM (series often up to 46.1 µM), inactives show at the top dose ratio change, negative = inhibition, most hits filed as inhibitors; hit rate 0.01% among 200,000; active = well fitted inhibition curve with a large enough effect in the signal ratio, with a control signal flat, not every such curve was filed as active; inconclusive = small, poorly fitted or top-dose-only effect, or effect the other way, or a change in a side signal; the % refers to the signal ratio; also: potency is read from the fitted curve at half-maximal effect; % is scaled to controls: 0 for no effect and ±100 for the full control effect
#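 S3 HeLa stable clones carrying a lamin A-EGFP splicing minigene plus DsRed2 were seeded at 600 cells/well in Opti-MEM with 2% FBS, pin-dosed and incubated 48 h at 37°C. Acumen cytometry (488 nm) gave the GFP/RFP total-intensity ratio.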
# GAA inh: qHTS Assay for Inhibitors of Human alpha-Glucosidase as a Potential Chaperone Treatment of Pompe Disease | Lysosomal alpha-glucosidase (Homo sapiens), P10253 | purified human GAA, 4-MU-alpha-glucoside fluorescence | Potency, µM (highest dose often 76.9 µM), inactives show at the top dose activity change, negative = inhibition, actives largely listed as inhibitors | hit rate 0.005% among 200,000 | AID 1466, 2008;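 also: potency is read from the fitted curve at half-maximal effect; plate controls were uninhibited enzyme wells for no effect and no-enzyme background for full effect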
#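 Enzyme (4 nM final) mixed with compound (up to 77 uM), then 4-MU-alpha-D-pyranoside (400 uM final) added; 20 min at room temperature, pH 5.0. Reaction stopped at pH 10, fluorescence read, AC50 derived by Hill fit.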
# HTT cytoprotect: qHTS Multiplex Assay to Identify Dual Action Probes in a Cell Model of Huntington: Cytoprotection (ATP) | hit rate 0.14% among 230,000 | Potency, µM (highest dose often 56.4 µM), for inactives: cytoprotection (ATP increase), hits mostly activators | PC12 HTT-Q103 induced, cytoprotection, ATP luminescence, 40 h;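 also: potency is read from the fitted curve at half-maximal effect; % of control where 0% means no effect; nearly all actives have a fitted effect of over 45% in size; toxic huntingtin expression switched on by the ecdysone agonist tebufenozide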
#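 Rat PC12, Q103 Htt exon1-GFP fusion, ecdysone promoter; tebufenozide inducer 100 nM final; compound titration; qHTS, 1500 cells/well; ATPlite luminescent read.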
# GAA glycogen mod: qHTS Assay for Inhibitors and Activators of Human alpha-Glucosidase Cleavage of Glycogen. recombinant GAA, glycogen substrate, Amplex Red glucose oxidase fluorescence. Potency, µM (doses to about 76.4 µM), inactives show top-dose activity change, negative = inhibition, usual class: inhibitors. hit rate 0.38% among 300,000. AID 2100, 2009;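 also: potency is read from the fitted curve at half-maximal effect; 0% = full enzyme reaction and -100% = no-enzyme basal signal; the screen sought inhibitors and activators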
#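 qHTS, 1536-well; enzyme 4 nM final; cpd up to 77 uM; substrate bovine liver glycogen 30 ug; 50 mM citrate/phosphate pH 5.0, 0.01% Tween-20; 37 C, 40 min; Amplex Red detection 45 min RT; Hill fit → AC50.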
# CBFb-RUNX1 inh: qHTS Assay for Compounds Blocking the Interaction Between CBF-beta and RUNX1 for the Treatment of Acute Myeloid Leukemia | Runt-related transcription factor 1 (Homo sapiens) + Core-binding factor subunit beta … | AlphaScreen CBFb-His/RUNX1-biotin binding, biochemical | Potency, µM (top dose mostly 59.8 µM), for the others: at the top dose activity, negative = inhibition, most hits filed as inhibitors | 230,000 tested, under 10 active; also: % of control where 0% means no effect
# Target sequence (Q01196 whole entry, looked up): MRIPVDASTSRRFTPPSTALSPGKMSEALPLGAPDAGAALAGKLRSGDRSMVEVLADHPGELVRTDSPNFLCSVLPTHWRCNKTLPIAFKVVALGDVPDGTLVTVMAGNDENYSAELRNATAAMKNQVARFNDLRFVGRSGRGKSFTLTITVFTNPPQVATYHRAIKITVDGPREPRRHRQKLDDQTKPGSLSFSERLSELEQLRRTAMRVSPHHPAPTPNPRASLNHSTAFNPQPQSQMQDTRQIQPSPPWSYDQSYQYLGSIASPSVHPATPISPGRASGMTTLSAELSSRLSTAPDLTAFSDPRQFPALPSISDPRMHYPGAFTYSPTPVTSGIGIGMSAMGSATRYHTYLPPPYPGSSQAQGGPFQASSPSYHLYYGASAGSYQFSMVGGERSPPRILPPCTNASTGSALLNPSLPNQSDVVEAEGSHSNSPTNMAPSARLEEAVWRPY
# Target sequence (Q13951 whole entry, looked up): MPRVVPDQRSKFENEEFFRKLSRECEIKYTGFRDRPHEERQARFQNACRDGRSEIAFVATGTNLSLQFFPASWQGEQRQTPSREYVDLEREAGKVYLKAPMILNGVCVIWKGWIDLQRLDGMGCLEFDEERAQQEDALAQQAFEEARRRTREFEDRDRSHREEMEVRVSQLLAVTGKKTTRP
#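 His-tagged CBF-beta and biotinylated RUNX1 (30 nM each) were premixed 20 min at room temperature, exposed to compound for 15 min, then given nickel-chelate and streptavidin AlphaScreen beads (50 ng each). After 90 min, AlphaScreen signal was read.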
# aGlu spleen mod: qHTS Assay for Inhibitors and Activators of Human alpha-Glucosidase From Spleen Homogenate; hit rate 0.006% among 240,000; Lysosomal alpha-glucosidase (Homo sapiens), P10253; AID 2112, 2009; human spleen homogenate, 4-MU-alpha-glucoside fluorescence; Potency, µM (doses to about 79.9 µM), for inactives: at the top dose activity change, negative = inhibition, actives largely listed as inhibitors;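 also: potency is read from the fitted curve at half-maximal effect; 0% = enzyme with vehicle and -100% = no enzyme basal signal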
#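 Enzyme source: human spleen homogenate, 1 ug/well. Buffer 50 mM citric acid/K phosphate pH 5.0, 0.01% Tween-20. 4-MU-alpha-glucoside 1 mM; 37 C x 40 min; NaOH/glycine stop; fluorescence.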
# HTT aggregate: qHTS Multiplex Assay to Identify Dual Action Probes in a Cell Model of Huntington: Aggregate Formation (GFP). hit rate 1.1% among 220,000. PC12 HttQ103-GFP aggregates, Acumen cytometry, 40 h. Potency, µM (series often up to 46.1 µM), inactives show top-dose activity change, negative = inhibition, usual class: inhibitors; also: potency is read from the fitted curve at half-maximal effect; % is scaled to controls: 0 for no effect and ±100 for the full control effect; nearly all actives have a fitted effect of over 60% in size
#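 PC12/HTTQ103-GFP, ecdysone-inducible; teb 100 nM; cpd qHTS titration; GFP aggregates read on laser cytometer, Ex 488/Em 500-530 nm.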
# The depositor's hits bear a star; u = inconclusive; x = no result given; & = joins results of further samples; [ ] = dose if it differs, or a comment. Unless noted, calls follow the shape of the dose curve; as a rule, active = well fitted curve in the direction sought with a large enough effect; inconclusive = small, poorly fitted or top-dose-only effect, or another doubt; inactive = no such curve, though single readings can be large; an effect the other way counts as inactive or inconclusive. Rows are unselected. Share with any hit: about 1.5%.
SMILES,LMNA splice mod,GAA inh,HTT cytoprotect,GAA glycogen mod,CBFb-RUNX1 inh,aGlu spleen mod,HTT aggregate
COc1ccc(C(CCN2CCCC(C)C2)c2c(OC)cc(OC)c3c2OC(=O)CC3c2cc(OC)c(OC)c(OC)c2)cc1 (stereo not drawn),x,x,-10%[10 µM],5%,-11%&4%,3%&6%,5%[9.22 µM]
CCOC(=O)c1c(-c2ccc(OC)cc2)csc1/N=C/N(C)C,-4%,0%,0%[0.074 µM],-3%,0%,0%,-11%
CC[n+]1c(/C=C2/C=C(C)CC(C)(C)C2)sc2ccc(OC)cc21,u,u,-1%,-17%,-14%,-6%,u
CCn1c(C(O)c2ccc3c(c2)OCO3)nc2ccccc21 (stereo not drawn),-4%,0%,10%,-4%,-1%,-3%,u
CN(C)c1cc[n+](CC(=O)Nc2cc(C(F)(F)F)ccc2Cl)cc1,6%,11%,-33%,-4%,8%,-23%,u
CCOC(=O)c1ccc(OCc2c(C)noc2C)cc1,7%,-3%,-10%,1%,5%,3%,8%[9.22 µM]
Cc1csc(NC(=O)CCSCCc2ccccn2)n1,4%,-5%,-19%,-6%,-1%,1%,7%
CC1(C)Oc2ccc(NC(=O)c3ccco3)cc2O1,-1%,8%,-70%[inhibitor],-14%,-3%,6%,-15%
N#Cc1ccc(NCCc2ccccn2)c([N+](=O)[O-])c1,u,-3%,-15%[10 µM],2%,4%,4%,7%[9.22 µM]
CCc1cc2cc3c(cc2nc1SCC(=O)Nc1cc(OC)c(OC)cc1C(=O)O)OCO3,x,-8%,x,-2%,7%,-8%,u
CCOc1ccc(N2C(=O)CN(CC(=O)OC)C2=S)cc1,4%[46 µM],11%,21%[10 µM],-11%,2%,3%,7%[9.22 µM]
Fc1ccccc1Cc1noc(CN2CCN(C/C=C/c3ccccc3)CC2)n1,x,x,-8%[10 µM],4%,9%,-4%,15%[9.22 µM]
CCn1c(SCc2nc3ccccc3s2)nnc1-c1ccccc1,-4%,-4%,-49%,6%,-5%,2%,-12%
OC(COC(c1ccc(Cl)cc1)c1ccc(Cl)cc1)CN1CCCC1 (stereo not drawn),11%,-1%,-10%,5%,3%,-13%,-6%
CC1CC(=O)Nc2ccccc2N1C(=O)CN1CCN(c2ccccc2)CC1 (stereo not drawn),x,-3%,-36%,0%,-2%,1%,9%
N#C/C(=C/c1ccc(-c2ccccc2[N+](=O)[O-])o1)C(N)=O,x,u,x,-11%,12%,-6%,13%
CC(/C=C/c1ccccc1)=N/NC(=O)c1cnccn1,-5%,-4%,-3%[1.9 µM],-26%,11%,-10%,-10%
CCOC(=O)C1(Cc2ccccc2C(F)(F)F)CCN(C2CCN(C(C)C)CC2)CC1,15%[46 µM],14%,-5%[10 µM],-11%,23%,-14%,-10%[9.22 µM]
CCOC(=O)c1cc(COc2cc(Cl)cc(Cl)c2)on1,x,x,-5%[10 µM],-5%,26%,4%,-4%[9.22 µM]
Nc1nonc1-n1nnc(C(=O)N/N=C/c2cccc(Cl)c2)c1CSc1ccccc1,x,x,-6%[10 µM],4%,7%,-2%,-11%[9.22 µM]
COc1ccc(Cl)cc1NC(=S)NCCc1ccc(S(N)(=O)=O)cc1,x,-6%,-23%,-26%,-1%,3%,-13%
CCC(=O)Nc1cccc(NC(=O)c2ccccc2Br)c1,-9%,1%,-2%[10 µM],15%,2%,-5%,-15%
Cc1ccc(N=C2SCCCN2C(=O)c2ccco2)cc1Cl,0%,0%,-10%,5%,4%,0%,4%
CC(=O)OCCOCn1cnn2c(=O)c(Br)c(C)nc12,x,x,12%[10 µM],7%,11%,-1%,15%[9.22 µM]
Cc1ccc(Cl)cc1N1CCN(S(=O)(=O)c2cccc(S(=O)(=O)N3CCCC3)c2)CC1,u,-14%,17%[10 µM],-6%,7%,-4%,9%
Cc1nc(SCC(=O)NCCc2ccccc2)nc(C)c1C,7%,1%,18%,9%,1%,-2%,4%
C=CCn1c(SCC(=O)c2ccc(OC)cc2)nnc1-c1cc2cccc(OC)c2o1,-6%,-9%,-11%,-1%,3%,2%,4%
COc1ccc(Nc2nc(-c3ccccc3)cs2)cc1,-3%,-3%,-16%,u,-7%,-4%,16%
CCOC(=O)c1cc(-c2cccnc2)nn1-c1ccccc1C,-6%[46 µM],-6%,28%[10 µM],-1%,6%,5%,20%
CCOC(=O)C1CCCC(NS(=O)(=O)c2ccc(NC(C)=O)cc2)C1 (stereo not drawn),2%,-3%,-1%,-8%,6%,0%,-18%
COc1ccc(S(=O)(=O)Nc2ccc(C)cc2)cc1OC,-16%,-3%,22%[10 µM],-6%,11%,-8%,-16%
Cc1ccc(S(=O)(=O)N(C)C)cc1NC(=S)N(CCC#N)Cc1cccnc1,6%[46 µM],0%,-23%,-4%,-1%,-3%,-20%
O=C(CCCn1cnc([N+](=O)[O-])n1)Nc1ccc(Cl)c(Cl)c1,8%,-2%,-11%,1%,-4%,-8%,-11%
CN1CCCC(CC2Oc3ccccc3Sc3ccccc32)C1 (stereo not drawn),u,-12%,-22%[10 µM],-1%,2%,6%,u
C=CCN=Cc1sc2ccc(OCC)cc2c1O,-16%,-3%,7%[10 µM],6%,8%,-5%,9%
CCOC(=O)C1C(=O)CC(C)(O)C(C(=O)OCC)C1c1ccc(OC)cc1 (stereo not drawn),7%,-14%,-7%,2%,2%,-12%,13%
CC(C)OCCCn1c(=NC(=O)c2cccs2)c(C#N)cc2c(=O)n3ccccc3nc21,x,x,-13%[10 µM],-5%,1%,u,-2%[9.22 µM]
NC(=O)C1(N2CCCCC2)CCN(C2CC(=O)N(CCc3ccccc3)C2=O)CC1 (stereo not drawn),9%,-2%,-6%,1%,0%,-9%,-18%
COc1cc(N)c(Cl)cc1Cl,7%[46 µM],3%,-44%,-11%,0%,5%,-4%
COc1ccc(/C=N/N=C2/NC(=O)C(CC(=O)O)S2)cc1OCc1ccc(Cl)cc1 (stereo not drawn),-10%,-3%,2%[10 µM],-4%,1%,-8%,9%

# Full records as entered above.
# `CC(C)OCCCn1c(=NC(=O)c2cccs2)c(C#N)cc2c(=O)n3ccccc3nc21` reads LMNA splice mod: x; GAA inh: x; HTT cytoprotect: -13%[10 µM]; GAA glycogen mod: -5%; CBFb-RUNX1 inh: 1%; aGlu spleen mod: u; HTT aggregate: -2%[9.22 µM]
# `COc1ccc(/C=N/N=C2/NC(=O)C(CC(=O)O)S2)cc1OCc1ccc(Cl)cc1` (stereo not drawn) reads LMNA splice mod: -10%; GAA inh: -3%; HTT cytoprotect: 2%[10 µM]; GAA glycogen mod: -4%; CBFb-RUNX1 inh: 1%; aGlu spleen mod: -8%; HTT aggregate: 9%

# Remaining list, next part
SMILES,LMNA splice mod,GAA inh,HTT cytoprotect,GAA glycogen mod,CBFb-RUNX1 inh,aGlu spleen mod,HTT aggregate
COCCCn1c(SCC(=O)NC2CCCCC2)nnc1-c1ccncc1,5%,5%,3%,0%,4%,-5%,-1%
CCC(CC)c1nn2c(N)c(/C=C3\C(C)=Nc4ccccc43)c(=O)nc2s1,x,x,4%[10 µM],-6%,-17%,-4%,-16%[9.22 µM]
COc1ccccc1-c1cn[nH]c1-c1ccc(OCc2ccc(F)cc2)cc1O,x,x,27%[10 µM],-10%,-2%,3%,7%[9.22 µM]
COc1ccccc1NC(=O)CCc1nc2ccccc2s1,-22%[46 µM],-4%,-20%,4%,12%,-1%,u
O=[N+]([O-])c1ccc2c(c1)/C(=N\O)c1ccccc1-2,x,x,-4%[10 µM],5%,-4%,4%,6%[9.22 µM]
C/C(=N\O)C(=O)NCCN1CCCCC1,7%,-2%,4%[10 µM],1%,7%,8%,-6%
COc1cccc(C2C3=C(CCCC3=O)Nc3[nH]n(-c4ccccc4)c(=O)c32)c1 (stereo not drawn),-4%[46 µM],6%,-5%,u,-8%,-4%,-4%
O=C(NCc1ccccc1)c1ccc(S(=O)(=O)Nc2cccc(C(F)(F)F)c2)cc1,x,x,34%[10 µM],-10%,20%,0%,7%[9.22 µM]
CN(C)c1ccc(-n2cc3c(=O)n(C)c(=O)n(C)c3c2)cc1,12%,-3%,-5%,21%,-19%,2%,11%
O=C(O)/C(=C\c1cccc(F)c1)c1ccc(S(=O)(=O)N2CCCCC2)s1,-9%,2%,10%[10 µM],0%,-3%,-4%,-2%
O=C(COC(=O)/C=C/c1cccs1)Nc1nc(-c2ccccc2)cs1,-11%,12%,x,3%,7%,-13%,11%
Cc1cccc(-c2cnn(-c3cccc([N+](=O)[O-])c3)c2N)c1,x,-12%,-41%[inhibitor],-12%,6%,-7%,-34%
CCCn1c(SCC(=O)NCCc2ccccc2)nnc1-c1cccnc1,-5%,-1%,-16%,4%,9%,2%,0%
Clc1ccc(-c2c[n+](Cc3ccc(Br)cc3)c3n2CCCCC3)cc1,x,x,-5%[10 µM],4%,5%,1%,16%[9.22 µM]
COc1ccccc1N(CC(=O)N(CC(C)C)CC(C)C)S(=O)(=O)c1cccs1,-13%[46 µM],-5%,-10%,0%,-4%,3%,1%
Cc1ccc2nc(NC3=NCN(Cc4ccccc4)CN3)nc(C)c2c1,2%,-1%,-7%[0.074 µM],-6%,-2%,7%,-9%
CCOC(=O)C1CCN(C(=O)c2cc3c(-c4ccc(OC)c(OC)c4)nn(C)c3s2)CC1,10%,-3%[15.4 µM],-3%,3%,-8%,-16%,11%
COC(=O)c1sc(NC(=O)c2c(F)cccc2F)c(C#N)c1C,x,x,-4%[10 µM],2%,12%,-1%,-1%[9.22 µM]
COc1ccc(NC(=O)Cn2nnc(C(=O)NCc3ccco3)c2N)c(OC)c1,8%,-2%,13%[10 µM],6%[76.3 µM],-3%,5%,-1%
Nc1ccccc1SC1CC(=O)N(c2ccc(Cl)c(Cl)c2)C1=O (stereo not drawn),x,9%,3%[10 µM],2%,13%,-5%,-26%[9.22 µM]
O=C(Nc1ccccc1)C1CC=CCC1C(=O)OCC1CCCO1 (stereo not drawn),7%,-13%,26%,-8%,-1%,-2%,u
